M5 antag: antagonists of human muscarinic M5 receptor (CHRM5); CHO-hM5 cells, Fluo-8 calcium fluorescence, ACh EC80; AID 624040; actives 0.59% (n = 360,000); P08912; inhibition, % at 3 µM;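 active means inhibition above a per-plate cutoff, the mean of that plate's test compounds plus 3 SD, cut at about 27% in these data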;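 further: 0% = acetylcholine EC80 with DMSO and 100% = DMSO without agonist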
CHRM5 PAM: positive allosteric modulators of human muscarinic M5 receptor; activation, % at 3 µM; AID 624038; CHO-K1 hM5, Fluo-8 calcium, ACh EC20 PAM; 0% = ACh EC20, 100% = ACh EC100; actives 0.3% (n = 360,000); P08912;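 active means activation above the run cutoff, the mean activation of all test compounds plus 3 SD, cut at about 18% in these data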
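System – CHO-K1 hM5 cells · Compound – 3 µM, single dose · Incubation – compound preincubation 140 s before EC20 acetylcholine addition · Technique – Fluo-8 calcium fluorescence · Measure – Max/basal fluorescence ratio as % of EC20–EC100 ACh window · Benchmarks – low control EC20 acetylcholine (0%), high control EC100 acetylcholine (100%) · Replication – singlicate, one well per test compound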
M4 antag: blocks acetylcholine activation of human M4 receptor. P08173. CHO-hM4 cells, ACh EC80, Fluo-8 calcium fluorescence. inhibition, % at 3 µM. actives 0.73% (n = 360,000). AID 624125;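 active means inhibition above its plate's cutoff, the mean inhibition of sample wells plus 3 SD, cut at about 27% in these data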;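 further: 0% = acetylcholine EC80 with DMSO and 100% = DMSO without agonist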
IDE cell inh: inhibits human insulin-degrading enzyme in HEK cells | P14735 | FAbetaB cleavage, fluorescence polarization | inhibition, % at 5.59 µM | actives 0.41% (n = 320,000) | AID 434962;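 active means percent inhibition above the average of all tested compounds plus 3 SD, set per screening campaign, cut at about 16% in these data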;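 further: IDE supplied by intact live HEK cells; FP after avidin binding of uncleaved biotin substrate so inhibition keeps polarization high; 0% = DMSO wells and 100% = 60 µM reference IDE inhibitor Ii1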
Target sequence (P14735 whole entry, looked up): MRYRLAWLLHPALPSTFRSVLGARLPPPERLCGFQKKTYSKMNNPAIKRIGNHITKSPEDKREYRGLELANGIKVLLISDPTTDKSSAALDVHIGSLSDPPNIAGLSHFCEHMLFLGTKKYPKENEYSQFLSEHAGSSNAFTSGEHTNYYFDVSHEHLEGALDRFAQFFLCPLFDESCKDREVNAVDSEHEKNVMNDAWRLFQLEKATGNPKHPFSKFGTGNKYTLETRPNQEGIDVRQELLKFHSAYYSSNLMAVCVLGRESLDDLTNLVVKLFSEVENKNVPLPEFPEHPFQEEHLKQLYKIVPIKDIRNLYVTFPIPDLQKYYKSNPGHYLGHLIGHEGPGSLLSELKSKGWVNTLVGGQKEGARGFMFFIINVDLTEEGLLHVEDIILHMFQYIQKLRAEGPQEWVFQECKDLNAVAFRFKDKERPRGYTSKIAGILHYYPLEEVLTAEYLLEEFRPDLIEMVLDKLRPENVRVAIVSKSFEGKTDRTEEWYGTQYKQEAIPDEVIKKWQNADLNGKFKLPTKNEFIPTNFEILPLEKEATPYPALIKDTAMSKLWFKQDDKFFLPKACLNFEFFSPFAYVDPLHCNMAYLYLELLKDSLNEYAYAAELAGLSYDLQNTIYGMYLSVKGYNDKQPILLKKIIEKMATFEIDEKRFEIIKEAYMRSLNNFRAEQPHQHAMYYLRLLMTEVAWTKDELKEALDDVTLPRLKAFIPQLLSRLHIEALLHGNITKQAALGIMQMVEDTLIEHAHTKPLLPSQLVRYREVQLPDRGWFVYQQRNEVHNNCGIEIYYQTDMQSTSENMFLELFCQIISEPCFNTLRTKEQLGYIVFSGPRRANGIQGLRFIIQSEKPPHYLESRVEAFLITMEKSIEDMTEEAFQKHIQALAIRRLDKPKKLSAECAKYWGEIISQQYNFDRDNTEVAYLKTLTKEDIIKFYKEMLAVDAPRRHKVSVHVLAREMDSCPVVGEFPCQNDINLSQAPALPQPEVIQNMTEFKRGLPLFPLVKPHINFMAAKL
CRFR2-BP ag: agonists of human CRF-binding protein/CRF-R2 receptor complex | HEK293 CRF-R2/CRF-BP, calcium dye fluorescence (FLIPR); percent of saturating CRF peptide response | activation, % at 13.2 µM | actives 0.46% (n = 350,000);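 active means activation of at least 50%, plus an integration ratio under a set limit after plate pattern correction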;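 further: plate controls were neutral control wells without compound for no effect and CRF at EC100 for full effect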
CHRM5 agonist: CHRM5 agonism in calcium assay | actives 0.19% (n = 360,000) | CHO-K1 hM5 cells, Fluo-8 calcium fluorescence; 0% DMSO wells, 100% maximal acetylcholine response | AID 624037 | activation, % at 3 µM | P08912;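 active means activation above the run's mean over test compounds plus 3 SD, cut at about 23% in these data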;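 further: signal is peak over basal fluorescence ratio across the kinetic read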
CRFBP-R2 block: blocks CRF-induced signaling of the CRF-BP/CRF-R2 complex; HEK293 CRF-R2/CRF-BP, CRF-induced calcium fluorescence; inhibition, % at 11.8 µM; actives 0.59% (n = 350,000);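 active means inhibition of the ligand-induced calcium signal above about 50% at the single tested concentration, limit read from the data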
M4 ag: agonists of human muscarinic M4 receptor (CHRM4) | P08173 | CHO-K1 hM4/Gqi5, Fluo-8 calcium fluorescence; vehicle 0%, full acetylcholine response 100% | activation, % at 3 µM | actives 0.14% (n = 360,000);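 active means activation above the run mean over all test wells plus 3 SD, cut at about 32% in these data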;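 further: peak over basal fluorescence ratio per well then scaled between controls; 0% = DMSO wells and 100% = acetylcholine at EC100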
M4 PAM: positive allosteric modulators of human muscarinic M4 receptor | CHO-K1 hM4/Gqi5, Fluo-8 calcium fluorescence, ACh EC20; 0% = ACh EC20, 100% = maximal ACh | activation, % at 3 µM | AID 624126 | actives 0.4% (n = 360,000);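 active means activation above its plate's cutoff, the mean activation of sample wells plus 3 SD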; further: some results filed as inactive read as strong as hits
* marks the source's active call; other numbers are inactive results; x = no result given.

Second line of a record – M5 antag	CHRM5 PAM	M4 antag	IDE cell inh	CRFR2-BP ag	CHRM5 agonist	CRFBP-R2 block	M4 ag	M4 PAM
- COc1ccc(C(=O)Oc2ccc(-c3nnco3)cc2)cc1S(=O)(=O)N1CCOCC1
→ 16	-26	-11	13	0.8	3	8	23	-3
- NC(Cc1ccccc1)c1csc(Nc2ccc(C(=O)NCCCO)cn2)n1 (stereo not given)
→ 2	2	3	x	x	1	x	0	5
- COC(=O)C[C@@H]1CC[C@H](NS(=O)(=O)c2cccc(F)c2)[C@@H](CO)O1
→ -7	7	-14	x	x	2	x	1	10
- C/C(=N\NC(=O)C(O)c1ccccc1)c1ccc(Br)s1 (stereo not given)
→ 2	1	-6	-3	-0.7	-3	-6	0	2
- Cn1c(=O)[nH]c(=O)c2c1nc(NCc1ccco1)n2Cc1ccccc1Cl
→ 1	1	-1	0	-2.5	-2	-11	0	1
- COC(=O)c1cc(OC)c(OC)cc1NC(=S)N1CCOCC1
→ 8	-3	5	x	-0.3	-4	26	0	-5
- CC(=O)Nc1ccc(-c2sc(Nc3cccc4ccccc34)n[n+]2-c2ccccc2)cc1
→ 6	3	-8	13	2.7	1	-2	1	10
- O=C(NCc1ccco1)c1cccc2ccccc12
→ 0	2	13	-2	0.0	-3	-2	0	0
- Cc1csc(SCC(=O)N2CCN(S(=O)(=O)c3ccccc3)CC2)n1
→ -8	7	-8	7	-1.8	-10	6	1	3
- CCOC(=O)C1=C(c2ccccc2)NC(SCC(=O)Nc2ccccc2C)=C(C#N)C1c1ccco1 (stereo not given)
→ 3	-7	7	-1	2.9	-4	1	0	-6
- CCCOC(=O)c1c(NC(=O)/C=C/c2cnn(C)c2C)sc(C(=O)OC)c1C
→ -1	3	-5	-1	-0.3	0	-11	1	7
- Cn1c(C(=O)N2CCCC(C(=O)NCc3ccc4c(c3)OCO4)C2)cc2sccc21 (stereo not given)
→ 3	-9	-21	-1	-2.2	1	16	6	0
- COc1ccc(-n2c(=O)c3ccccc3n(Cc3ccccc3F)c2=O)cc1OC
→ -7	7	7	-1	-3.3	0	-1	1	-7
- O=C(Nc1ccccc1F)c1ccc2c(c1)OCO2
→ 19	-5	8	3	-1.2	-4	-1	1	2
- COc1cc2c(cc1OC)CN(CC(=O)Nc1ccccc1C(=O)NC1CC1)CC2
→ 3	-9	2	-1	-0.5	-1	10	0	-3
- CCc1nc2ccc(C(=O)NCCCn3ccnc3)cn2c1N(C)Cc1cccs1
→ -3	-2	7	x	x	-4	x	1	-4
- CCOCCCn1c(=S)[nH]c2cc(C(=O)NC3CCCCC3C)ccc2c1=O (stereo not given)
→ -3	6	-8	-3	-0.3	0	-6	1	-2
- COC(=O)CNC(=O)CCc1nnc(C2(c3ccc(Cl)cc3)CCC2)o1
→ 2	-4	-2	-3	-2.7	-1	11	0	6
- CCC(C)NC(=O)CSc1n[nH]c(-c2cc(Cl)ccc2OC)n1 (stereo not given)
→ 4	1	-6	1	-1.8	-1	-7	2	5
- CCNc1ccc(S(=O)(=O)C(F)(F)F)cc1NC(=O)C12CCC(CC1)C2
→ -3	-4	0	1	-0.2	2	2	2	7
- Cc1cc(Nc2ccccc2)nn1C(=O)c1ccc([N+](=O)[O-])cc1
→ 6	-9	4	3	3.6	-5	-13	0	-7
- COC(=O)c1ccc(N=C2SCC(=O)N2C)cc1
→ -3	0	-1	-4	-0.5	4	19	1	-1
- CC(C)C[C@@H]1NC(=O)[C@H](Cc2ccc(O)cc2)NC(=O)c2cc([N+](=O)[O-])cc(I)c2NCCC[C@@H](C(N)=O)NC1=O
→ 14	3	5	-6	-1.7	3	26	1	10
- CCN(CC)C(=O)CNC(=S)N(CCCN1CCOCC1)Cc1cccs1
→ -2	-1	-3	-4	-1.6	0	-8	1	-5
- Cc1cc(=O)oc2c(C)c(OCC(=O)NCCCn3ccnc3)ccc12
→ 7	-3	-3	-4	3.3	-6	4	1	3
- O=C(c1cccs1)N1C[C@H](n2cc(C3CC3)nn2)[C@@H](O)C[C@@H]1c1ccc(Cl)cc1
→ -11	-5	-9	x	-1.4	3	-33	4	8
- CCCCCc1c(-c2ccccc2)ncn1CCc1ccccc1OC
→ 7	-11	1	x	x	-1	x	5	-5
- NC(=O)c1c(NC(=O)COC(=O)CSc2nnc(-c3ccc(Cl)cc3)o2)sc2c1CCC2
→ 0	2	-8	4	2.7	-4	11	11	-1
- COc1ccc(-c2c(C)n([O-])c3c([n+]2=O)CCC3)cc1OC
→ -4	13	-3	-7	0.0	-5	-2	1	5
- CC(=O)c1cnc(-c2cccc(Cl)c2)s1
→ 5	-1	1	-6	-3.3	-2	21	1	1

Two entries from above in another layout.
O=C(NCc1ccco1)c1cccc2ccccc12
  M5 antag: 0
  CHRM5 PAM: 2
  M4 antag: 13
  IDE cell inh: -2
  CRFR2-BP ag: 0.0
  CHRM5 agonist: -3
  CRFBP-R2 block: -2
  M4 ag: 0
  M4 PAM: 0

Cc1csc(SCC(=O)N2CCN(S(=O)(=O)c3ccccc3)CC2)n1
  M5 antag: -8
  CHRM5 PAM: 7
  M4 antag: -8
  IDE cell inh: 7
  CRFR2-BP ag: -1.8
  CHRM5 agonist: -10
  CRFBP-R2 block: 6
  M4 ag: 1
  M4 PAM: 3

Following part:
Second line of a record – M5 antag	CHRM5 PAM	M4 antag	IDE cell inh	CRFR2-BP ag	CHRM5 agonist	CRFBP-R2 block	M4 ag	M4 PAM
- CCN(CC)S(=O)(=O)c1ccc(O)c(NC(=O)COc2ccc(S(=O)(=O)N3CCOCC3)cc2)c1
→ 12	2	7	x	-3.0	-4	9	1	4
- NC(=O)c1cccc2c1C(=O)N(C1CCCCC1)C2
→ 5	-1	2	5	-0.6	1	-4	1	4
- C/C(=N\Nc1cccc2cccnc12)c1ccccn1
→ 3	7	-1	5	-1.6	0	8	2	-3
- Clc1ccc2nc(C3CCCCC3)c(Cc3ccsc3)n2c1
→ 8	1	-10	x	x	-6	x	1	-4
- O=C(NNC(=O)c1ccc2c(=O)n3c(nc2c1)CCC3)c1ccc(F)cc1
→ 7	0	-15	4	-0.1	1	5	2	12
- COc1ccc(-n2c(C)c([N+](=O)[O-])c3ccc(O)c(CN(C)C)c32)cc1
→ 5	-1	12	3	-0.6	-1	0	4	9
- CC(=O)N1N=C(c2cccs2)CC1c1ccc(Br)cc1 (stereo not given)
→ -1	-4	-4	1	-4.8	-5	-5	2	-2
- CCOC(=O)C1CCCN(C(=O)CN2C(=O)c3ccccc3S2(=O)=O)C1 (stereo not given)
→ 1	-1	6	-2	-0.3	2	0	0	3
- CN(C)CCNc1nc2sc3c(c2c(=O)n1CCc1ccccc1)CCCCC3
→ 17	-19	31*	-4	0.6	8	-9	19	-13
- CCOC(=O)C1=CN(Cc2cccc(Br)c2)S(=O)(=O)N(CC)C1C (stereo not given)
→ -10	-9	-19	x	4.2	-3	17	-1	-7
- Cn1c(=O)c2nc3ccccc3nc2n(C)c1=O
→ 10	-3	-5	3	-1.9	4	3	1	7
- CCCOc1ccc(C2C(C(=O)OC)=C(C)N=C3SCCC(=O)N32)cc1OCC (stereo not given)
→ 1	-1	5	3	-0.9	0	19	0	1
- COc1ccc(Oc2nc(SC)nc3ccsc23)cc1
→ 2	-2	1	-4	2.8	-4	11	-1	-3
- CC(C)c1ccc(/C=N/n2nnnc2Nc2ccccc2)cc1
→ 1	-5	6	-3	4.7	-1	1	0	-3
- CCC(CO)Oc1cc(NC(=O)c2cccc3ccccc23)c2ncn(C(C)C)c2c1 (stereo not given)
→ 1	0	1	1	-1.6	-2	3	8	3
- O=C(N/N=C(\c1ccccc1)c1ccccn1)c1ccccc1Cl
→ -3	-3	-4	-4	-9.1	-3	-20	2	1
- CCOc1ccc(OCCn2c(SCC(=O)O)nc3ccccc32)cc1
→ -3	3	-9	2	0.2	0	6	0	-4
- CCOC(=O)c1c(C)nc(C)c(C(=O)OCC)c1-c1ccco1
→ 6	0	-6	1	-0.9	4	-4	0	1
- CC1CCN(C(=O)CCNS(=O)(=O)c2ccc(Br)cc2)CC1
→ 8	13	3	7	-1.0	0	4	3	-3
- CCC(=O)Nc1ccccc1C(=O)OCC(=O)c1ccc2ccccc2c1
→ 6	-10	0	3	2.5	-2	9	3	-14
- COc1ccc(NC(=O)c2cccnc2SC)cc1OC
→ 12	-1	-6	-3	1.8	1	-3	1	-3
- O=C(Cc1csc(NC(=O)c2ccccc2)n1)NO
→ -3	13	10	10	3.1	2	13	0	3
- NC(=O)[C@@H]1CC2(CC(c3cccc(NC(=O)[C@H]4CCC(=O)N4)c3)=NO2)CN1C(=O)COc1ccc(Cl)cc1 (stereo not given in full)
→ 7	5	4	2	-2.2	1	5	1	-1
- CC(C)CN(CC(C)C)c1nnc(NC(=O)Cn2c(=O)oc3ccccc32)s1
→ -3	-1	-14	-6	-1.5	2	-4	-1	8
- COc1ccc(Cl)cc1C(=O)Nc1cccnc1
→ 0	6	0	-2	-0.9	4	-3	0	-1
- CC(C)CCNC(=O)C1CCC(=O)N1CCc1ccccc1 (stereo not given)
→ 2	-5	-13	2	0.3	-1	-17	1	4
- CCCCCCCCN1C(=O)[C@H](CC(=O)NCc2cccc3ccccc23)C[C@@]2(C(=O)OC)CCCCC=C12
→ -1	-4	-2	x	x	4	x	-1	5
- Cc1cc(C)c(C)c(OCCN2CCOCC2)c1
→ 4	3	-1	4	-3.3	-5	16	0	0
- O=C(c1ccccc1[N+](=O)[O-])N1CCN(Cc2ccc3c(c2)OCO3)CC1
→ -7	3	-1	4	-2.1	0	9	1	-4
- O=C(CCN1C(=O)C2C3C=CC(C3)C2C1=O)NC1CCCCC1 (stereo not given)
→ -5	8	2	-9	0.2	-1	3	1	10
- O=C(c1ccc(CS(=O)(=O)c2ccccc2)o1)N1CCN(c2ccccc2)CC1
→ 14	-7	-4	-1	-0.2	-1	-6	4	-6
- COC(=O)C1=CCCCC(O)=C1C(=O)OC
→ 8	-3	1	x	-1.1	0	-24	0	-3

Assay outcomes as filed in PubChem.

The order is random. Share with any hit: about 2.9%.
